# Screens deposited in PubChem by several laboratories.
# ARFGAP1 inhibitor: inhibitors of rat ARFGAP1; Q62848; Arfgap1-stimulated ARF1 GTP hydrolysis, GDP FP detection; inhibition, % at 16.5 µM; 360,000 compounds, 0.26% hits;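 active = inhibition above a per-plate limit, mean inhibition of low control wells plus 3 SD, cut at about 25% in these data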;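 note: 0% = DMSO wells with enzyme and 100% = wells lacking Arfgap1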
# Target sequence (Q62848 1-136 limits assumed): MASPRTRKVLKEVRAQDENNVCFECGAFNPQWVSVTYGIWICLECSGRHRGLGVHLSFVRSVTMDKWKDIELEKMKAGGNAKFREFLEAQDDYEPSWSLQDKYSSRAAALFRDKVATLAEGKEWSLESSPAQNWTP
#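 Material – truncated rat Arfgap1 GAP domain · Buffer or medium – HEPES-based buffer, pH 7.5 · Reagent – human ARF1(Δ1-17)-GTP substrate · Dosing – 16.5 µM single point, 1.26% DMSO · Schedule – GTP hydrolysis reaction 2 h at 25 °C · Technique – GDP detection by fluorescence polarization · Benchmarks – No-Arfgap1 wells (100%) versus DMSO full-reaction wells (0%) · Repeats – single replicate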
# NR1D1 modulator: modulators of human Rev-erb alpha DNA binding; Rev-erbα–FITC-DNA binding, fluorescence polarization, 90 min; activity, % at 10 µM; AID 1259318; 370,000 compounds, 0.79% hits; P20393;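 active = activity above about 14%, limit read from the data; passing the limit was not always enough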;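 note: 0% = DMSO wells with 35 nM protein and 100% = DMSO wells with 750 nM protein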
# SMARCA2 act: SMARCA2 function activation, primary screen; MG213 cells, MMTV-luciferase reporter, dexamethasone, overnight; activation, % at 9.1 µM; 370,000 compounds, 1% hits; AID 652017; in the data active = activation above about 7.8%;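 note: 0% = vehicle wells and 100% = reference activator wells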
# PG9 Ab binder: small molecules binding HIV-1 gp120 antibody PG9; TR-FRET gp120-PG9 antibody binding; inhibition, % at 6.7 µM; 360,000 compounds, 0.43% hits; AID 624416; in the data active = inhibition above about 8.5%
# GC-B act: GC-B (human) receptor activation; HEK293-GC-B cells, CNP EC30, cGMP TR-FRET; 0% at EC30 CNP, 100% saturating CNP; activation, % at 10 µM; 370,000 compounds, 0.11% hits; AID 1920062;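 active = activation at 10 µM reaching about 35% in either raw or pattern-adjusted values, limit read from the data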
# ASAP1 inh: inhibitors of human ASAP1 ArfGAP activity; Q9ULH1; ASAP1-stimulated ARF1 GTP hydrolysis, GDP FP detection; inhibition, % at 16.5 µM; 360,000 compounds, 0.19% hits; AID 624377; in the data active = inhibition above about 25%;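 note: 0% = vehicle with enzyme and substrate and 100% = no enzyme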
# mABHD4 FP: ABHD4 (mouse) inhibition, primary FP screen | Q8VD66 | purified mABHD4, FP-Rh probe fluorescence polarization | inhibition, % at 8.92 µM | 370,000 compounds, 0.54% hits | AID 720543;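 active = inhibition exceeding the mean over every tested compound plus 3 SD, cut at about 30% in these data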;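 note: 0% = plate median of compound wells and 100% = S159A mutant with DMSO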
# Target sequence (Q8VD66 whole entry, looked up): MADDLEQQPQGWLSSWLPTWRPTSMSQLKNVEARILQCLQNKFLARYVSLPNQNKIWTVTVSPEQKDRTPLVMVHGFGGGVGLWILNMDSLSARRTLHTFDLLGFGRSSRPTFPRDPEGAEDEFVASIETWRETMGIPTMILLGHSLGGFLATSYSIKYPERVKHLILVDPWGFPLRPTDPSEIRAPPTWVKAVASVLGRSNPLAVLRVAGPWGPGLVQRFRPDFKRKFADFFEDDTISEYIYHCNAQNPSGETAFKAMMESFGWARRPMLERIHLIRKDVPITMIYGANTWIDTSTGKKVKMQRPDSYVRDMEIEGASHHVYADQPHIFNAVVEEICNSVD
#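 Test system: mABHD4 protein; Read-out basis: % inhibition; Incubation: 45 min + 60 min at 25 °C; Repeats: single replicate; Technique: fluorescence polarization with parallel and perpendicular emission, 525/598 nm; Compound: 8.92 µM, single dose; Benchmarks: full inhibition S159A mutant plus DMSO, zero as sample-well median.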
# NPR1 activator: GC-A (human) enzyme activation | AID 1671463 | P16066 | activation, % at 10 µM | 370,000 compounds, 0.14% hits | HEK293 GC-A cells, cGMP TR-FRET, EC30 ANP; 0% at EC30 ANP, 100% saturating ANP; in the data active = activation above about 40%
# rCAG binder: molecules binding r(CAG) RNA repeats. r(CAG) RNA repeat, TO-PRO-1 dye displacement fluorescence. inhibition, % at 3 µM. 370,000 compounds, 1.3% hits;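 active = inhibition above the plate cutoff, the mean of all test compounds on that plate plus 3 SD, cut at about 35% in these data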;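 note: 0% = DMSO alone and 100% = 100 µM mitoxantrone as full dye displacement; higher means more dye released from RNA so lower well fluorescence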
# HTRA1 inh: HTRA1 (human) protease inhibition | recombinant HTRA1, FP-rhodamine activity-based probe, fluorescence polarization | 340,000 compounds, 0.5% hits | inhibition, % at 5.96 µM; in the data active = inhibition above about 36%;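 note: 0% = enzyme with DMSO and 100% = wells lacking enzyme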
# Target sequence (Q92743 whole entry, looked up): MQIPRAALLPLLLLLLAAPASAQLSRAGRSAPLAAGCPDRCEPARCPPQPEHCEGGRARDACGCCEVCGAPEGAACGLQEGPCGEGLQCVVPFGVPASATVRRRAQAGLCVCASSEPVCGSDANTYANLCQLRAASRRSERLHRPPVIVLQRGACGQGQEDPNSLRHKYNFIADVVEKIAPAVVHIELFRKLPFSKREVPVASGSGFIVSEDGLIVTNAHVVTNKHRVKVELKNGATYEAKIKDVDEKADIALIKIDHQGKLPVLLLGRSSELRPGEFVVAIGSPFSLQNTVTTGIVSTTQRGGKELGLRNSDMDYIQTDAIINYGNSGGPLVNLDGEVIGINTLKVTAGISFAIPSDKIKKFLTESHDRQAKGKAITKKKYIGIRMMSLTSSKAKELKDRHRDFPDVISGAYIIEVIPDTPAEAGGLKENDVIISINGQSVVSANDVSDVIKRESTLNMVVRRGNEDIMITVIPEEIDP
# The depositor's hits bear a star; x = not tested or not shown; & = joins results of further samples.
# Start of the data: the first 2 records (preview)
1) Cc1ccc(NC(=O)CSc2nc3ccccc3c(=O)n2CCCN2CCCCC2)cc1C
2) CC(C)[C@H](NC(N)=O)C(=O)Nc1cccc(S(=O)(=O)NC2=NCCCCC2)c1

Compound	1	2
ARFGAP1 inhibitor	12	3
NR1D1 modulator	0	-1
SMARCA2 act	13*	-1
PG9 Ab binder	-1.4	1.3
GC-B act	7	0
ASAP1 inh	13	-8
mABHD4 FP	4	-2
NPR1 activator	-6	4
rCAG binder	12	1
HTRA1 inh	-10	-3

# This part in full, repeating the preview:
1) Cc1ccc(NC(=O)CSc2nc3ccccc3c(=O)n2CCCN2CCCCC2)cc1C
2) CC(C)[C@H](NC(N)=O)C(=O)Nc1cccc(S(=O)(=O)NC2=NCCCCC2)c1
3) O=C(O)c1ccc(S(=O)(=O)NC2CCCCC2)cc1
4) O=C(NNC(=O)c1ccncc1)Nc1ccc(Cl)cc1
5) Cn1ccsc1=NC(=O)c1ccc(Cl)cc1
6) COc1ccccc1NC(=O)c1cc([N+](=O)[O-])ccc1NCCN1C(=O)CCC1=O
7) C#Cc1ccc(NC(=O)C2(C)CCN2C(=O)C2(c3ccccc3)CCCC2)cc1 (configuration not stated)
8) CC(OC(=O)CN1C(=O)c2ccccc2C1=O)C(=O)NC1(C#N)CCCCC1 (configuration not stated)
9) COc1cc(-c2c(NC(=O)c3ccco3)oc3ccc(Cl)cc3c2=O)cc(OC)c1OC
10) C=CCn1c(NCc2cc(Cl)ccc2O)nc2ccccc21

Compound	1	2	3	4	5	6	7	8	9	10
ARFGAP1 inhibitor	12	3	-1	5	-10	9	4	-9	7	-10
NR1D1 modulator	0	-1	-4	4	-4	6	-3	3	3	5
SMARCA2 act	13*	-1	-1	2	5	0	-4	-2	2	-2
PG9 Ab binder	-1.4	1.3	-1.6	-2.2	0.9	-1.6	1.1	-2.0	-0.4	1.9
GC-B act	7	0	0	0	-8	9	-3	5	6	-26
ASAP1 inh	13	-8	-3	6	1	3	1	-4	6	9
mABHD4 FP	4	-2	-2	4	0	-1	-12	-3	0	-6
NPR1 activator	-6	4	-2	2	0	6	-1	0	-2	-29
rCAG binder	12	1	1	1	-3	2	2	0	7	-4
HTRA1 inh	-10	-3	-2	2	2	-4	x	7	-2	-11

11) Cc1ccc(C)c2c1cc(C)c1nnc(SCC(=O)Nc3cccc(C(=O)O)c3)n12
12) Cc1c(NC(=S)NC(=O)c2ccc(COc3ccccc3)cc2)cccc1C(=O)O
13) CCCCCCN1C[C@@H](n2cc(COC(=O)c3ccccc3)nn2)[C@H](O)C[C@@H]1c1ccc(C)cc1
14) Cc1ccc(C(=O)NC(=S)Nc2ccc(CN3CCOCC3)cc2)cc1
15) O=C(c1ccc2c(c1)C(=O)N(Cc1ccncc1)C2=O)N1CCN(S(=O)(=O)c2ccc(OC(F)(F)F)cc2)CC1
16) CC1(NC(=O)c2cc(S(=O)(=O)N3CCCCC3)ccc2Cl)CCS(=O)(=O)C1 (configuration not stated)
17) COc1ccc(C(=O)CC(=O)C(=O)Nc2ccccc2Cl)cc1
18) c1ccc(-c2nnc(NC3=NCCC3)o2)cc1
19) COc1ccc(C(=O)N2CCC(C(=O)Nc3ccc(OC)c(OC)c3)CC2)cc1
20) CCN(CC(=O)NCc1ccc(Cl)cc1)C(=O)Cc1ccccc1[N+](=O)[O-]

Compound	11	12	13	14	15	16	17	18	19	20
ARFGAP1 inhibitor	12	-11	0	4	1	-1	11	6	-1	0
NR1D1 modulator	-2	-2	6	-3	1	2	8	0	8	4
SMARCA2 act	1	-1	-3	-4	2	-4	1	-2	0	1
PG9 Ab binder	0.8	-0.2	-1.7	0.7	-2.5	1.2	-1.4	-0.5	0.1	-1.7
GC-B act	0	-5	-1	1	0	2	-6	3	-8	-3
ASAP1 inh	11	-12	5	6	6	-12	-2	6	-12	-3
mABHD4 FP	-4	-6	6	-2	6	1	4	-1	7	0
NPR1 activator	4	-2	-10	2	-1	4	1	-3	-2	0
rCAG binder	2	27	2	-5	2	-3	3	0	-5	-7
HTRA1 inh	2	0	-17	-3	6	-2	5	-5	-5	2

21) CC1C(=O)N2CCCc3cc(NC(=O)c4ccccc4C(F)(F)F)cc1c32 (configuration not stated)
22) CCCSc1nnc2nc3c(nn12)c1ccccc1n3C
23) Cc1ccc(S(=O)(=O)NCCC2=CCCCC2)cc1
24) CSc1ccccc1C(=O)NCc1ccc(S(N)(=O)=O)cc1
25) C/C(=N\Nc1nc2c(s1)CCCC2)c1ccccc1
26) CCSc1nnc(NC(=O)CSc2nnc(Cc3cccn3C)n2-c2ccc(F)cc2)s1
27) Cc1cccc(C)c1N1CCN(S(=O)(=O)N2CCCCC2)CC1
28) CS(=O)(=O)N1CCC(C(=O)Nc2ccc(Cl)cc2Cl)CC1
29) O=c1c2ccccc2nc(/C=C/c2ccccc2)n1CCc1ccccc1
30) COc1ccc(C(C#N)N2CCCCCC2)cc1OC (configuration not stated)

Compound	21	22	23	24	25	26	27	28	29	30
ARFGAP1 inhibitor	-5	4	2	-9	8	2	4	5	52*	7
NR1D1 modulator	-7	-1	1	0	0	-5	2	10	1	8
SMARCA2 act	0	0	3	-1	3	1	0	-3	1	-2
PG9 Ab binder	0.2	-4.3	-0.1	0.4	-0.5	0.4	-3.0	0.0	0.0	2.3
GC-B act	8	1	-2	6	-9	-4	3	-5	1	2
ASAP1 inh	4	15	1	-2	3	-7	-6	-1	-6	1
mABHD4 FP	-2	-5	-7	4	28	-3	-7	8	0	-14
NPR1 activator	0	15	4	1	-3	-2	0	5	5	3
rCAG binder	2	-2	-6	3	9	8	-9	2	0	1
HTRA1 inh	0	6	-6	-3	26	-10	-14	2	-1	-7

# One compound at a time (already shown). Order of values: ARFGAP1 inhibitor, NR1D1 modulator, SMARCA2 act, PG9 Ab binder, GC-B act, ASAP1 inh, mABHD4 FP, NPR1 activator, rCAG binder, HTRA1 inh
# Record of `CCSc1nnc(NC(=O)CSc2nnc(Cc3cccn3C)n2-c2ccc(F)cc2)s1` → 2, -5, 1, 0.4, -4, -7, -3, -2, 8, -10
# Record of `CSc1ccccc1C(=O)NCc1ccc(S(N)(=O)=O)cc1` → -9, 0, -1, 0.4, 6, -2, 4, 1, 3, -3
# Record of `Cc1cccc(C)c1N1CCN(S(=O)(=O)N2CCCCC2)CC1` → 4, 2, 0, -3.0, 3, -6, -7, 0, -9, -14

# (further entries)
31) COc1ccccc1NC(=O)CCCN1C(=O)C2CC=CCC2C1=O (configuration not stated)
32) COc1ccc2c(c1C(=O)/C=C/c1ccccc1)OC(C)(C)C=C2
33) COC(=O)C1=C(C)NC(C)=C(C(=O)OC)C1c1ccc(OC(=O)c2ccco2)cc1
34) Nc1nc(C(=O)N2CCOCC2)nn1S(=O)(=O)c1ccccc1
35) C=CCC1(CC=C)CCCN1C(=O)c1cc(COc2ccccc2SC)on1
36) CCOCCn1c(=O)c2c(nc3n2CC(C)CN3Cc2ccccc2)n(C)c1=O (configuration not stated)
37) COc1cccc(-n2c(Cn3nc(C(F)F)cc3C(F)F)n[nH]c2=S)c1
38) COCC1CN(CCc2ccc(F)cc2)S(=O)(=O)c2c(F)cccc2O1 (configuration not stated)
39) COc1ccc(CCN(C)Cc2ccc(OCc3ccccc3)c(OC)c2)cc1OC
40) S=C(Nc1nc2c(s1)CCCC2)NC1CC1

Compound	31	32	33	34	35	36	37	38	39	40
ARFGAP1 inhibitor	7	x	-1	0	11	-1	-5	7	-4	-6
NR1D1 modulator	-4	-8	-1	6	-1	-3	-5	0	-4	-4
SMARCA2 act	-1	x	-1	-1	1	-3	-2	-2	0	1
PG9 Ab binder	-1.9	x	0.8	-1.2	0.4	-1.8	-0.1	-0.8	-0.6	0.8
GC-B act	2	-4	12	4	0	2	5	2	-1	7
ASAP1 inh	5	x	17	-3	-10	-6	6	-2	5	18
mABHD4 FP	1	-8	-2	-1	-9	0	6	-10	3	-7
NPR1 activator	1	-7	6	2	-1	3	2	-3	-4	8
rCAG binder	-4	x	-1	-2	-2	-9	4	2	-3	2
HTRA1 inh	4	x	-1	1	-25	9	1	x	3	0

41) COc1ccc(NC(=O)/C=C/c2cccc(Br)c2)cn1
42) CC(C)c1nc2oc3c(NCC4CCCO4)ncnc3c2c2c1CCC2 (configuration not stated)
43) C[C@H](NC(=O)c1ccccc1Cl)C(=O)OC(C(=O)Nc1cc(C(F)(F)F)ccc1Cl)c1ccccc1 (some centres not stated)
44) O=C(Nc1ccccc1C(=O)N1CCCCCC1)c1ccccc1
45) CCc1ccc(-n2cnc3cc(C(=O)NCC(OC)OC)ccc32)cc1
46) O=C(O)C1(C(=O)O)CCCC1
47) CCc1nc(Nc2ccc3nccnc3c2)c2oc3ccccc3c2n1
48) Cc1csc(NC(=O)c2cn3ccccc3n2)n1
49) Cc1ccc2c(c1)c1c3n2CCNC3CCC1 (configuration not stated)
50) Cc1nnc2ccc(N3CCCC3)nn12

Compound	41	42	43	44	45	46	47	48	49	50
ARFGAP1 inhibitor	6	3	14	-15	-5	-5	1	-13	22&0	12
NR1D1 modulator	1	2	4	0	-1	1	0	6	-3&-1	5
SMARCA2 act	-2	-1	-2	0	0	-1	-2	0	3&1	0
PG9 Ab binder	-1.6	-1.2	-0.8	-0.1	-2.9	0.9	1.7	1.4	-0.6&0.2	1.8
GC-B act	1	6	-9	3	-9	0	22	0	1&4	-4
ASAP1 inh	-4	-9	11	13	0	-9	-21	-5	-7&-12	-3
mABHD4 FP	-14	-3	-17	-6	-2	2	3	3	4&1	3
NPR1 activator	8	8	-11	-1	1	0	19	1	-2&1	5
rCAG binder	-11	-6	1	-4	-2	-1	0	0	1&11	1
HTRA1 inh	-23	-4	-26	-3	-4	-2	-10	-4	7&-1	1

51) COC(=O)c1ccccc1NC(=O)NCc1cccnc1
52) COc1ccc(CNC(=O)C2CCCN(Cc3nc(-c4cccc(C)c4)oc3C)C2)cc1 (configuration not stated)
53) COc1cccc(CNS(=O)(=O)c2c(C(=O)N3CCCCC3)c(C)n(C)c2C)c1
54) Cc1ccccc1N1CCN(C2CCCN(C(=O)CCN3CCCO3)C2)CC1 (configuration not stated)
55) COc1ccc(C(N)c2csc(Nc3ccc(C(=O)c4ccccc4)cc3)n2)cc1 (configuration not stated)
56) COC(=O)c1cc(-c2ccc(C)cc2)n[nH]1
57) CCOC(=O)C1CSCCS(=O)(=O)N1Cc1ccc(F)cc1 (configuration not stated)

Compound	51	52	53	54	55	56	57
ARFGAP1 inhibitor	14	7	0	-6	22	-7	13
NR1D1 modulator	2	-3	2	7	1	0	1
SMARCA2 act	-2	-2	2	-2	0	-1	3
PG9 Ab binder	0.3	-0.6	-2.2	-2.0	-2.3	-3.1	0.7
GC-B act	5	4	0	4	1	-6	-5
ASAP1 inh	-8	3	-6	11	0	23	0
mABHD4 FP	-8	1	-3	2	15	-10	0
NPR1 activator	-5	-1	0	5	-7	4	0
rCAG binder	1	-7	-3	-6	9	7	3
HTRA1 inh	4	-14	0	6	x	-3	x
